From PubChem BioAssay
CHO-K1 Ca antag = M1 antagonist counterscreen hit in parental CHO-K1 cells. ATP-induced calcium, Fluo-8 fluorescence. inhibition, % at 3 µM. 360,000 compounds, 0.6% hits;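 active = inhibition above a per-plate cutoff, the plate's mean sample inhibition plus 3 SD, cut at about 24% in these data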;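 also: 0% = DMSO plus EC80 ATP and 100% = DMSO alone without ATP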
M1 PAM parental = nonselective activator or artifact in parental CHO-K1 calcium assay | ATP EC20, Fluo-8 calcium fluorescence; 0% at ATP EC20, 100% at ATP max | activation, % at 3 µM | 360,000 compounds, 0.02% hits;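 active = activation above the run cutoff, the mean activation of all test compounds plus 3 SD, cut at about 40% in these data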;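 also: peak over basal fluorescence ratio in a 140 s read after ATP addition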
OXTR potentiator = potentiates the human oxytocin receptor response | P30559 | activation, % at 3 µM | 320,000 compounds, 0.061% hits | CHO-OTR cells, Fluo-8 calcium fluorescence, potentiator mode; 0% = oxytocin EC15, 100% = EC100;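 active = activation above that plate's cutoff, the mean activation of tested compounds plus 3 SD, cut at about 6.6% in these data, passing the limit was not always enough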;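 also: 100% uses oxytocin at 75 nM as the full agonist control; some results filed as inactive read as strong as hits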
Target sequence (P30559 whole entry, looked up): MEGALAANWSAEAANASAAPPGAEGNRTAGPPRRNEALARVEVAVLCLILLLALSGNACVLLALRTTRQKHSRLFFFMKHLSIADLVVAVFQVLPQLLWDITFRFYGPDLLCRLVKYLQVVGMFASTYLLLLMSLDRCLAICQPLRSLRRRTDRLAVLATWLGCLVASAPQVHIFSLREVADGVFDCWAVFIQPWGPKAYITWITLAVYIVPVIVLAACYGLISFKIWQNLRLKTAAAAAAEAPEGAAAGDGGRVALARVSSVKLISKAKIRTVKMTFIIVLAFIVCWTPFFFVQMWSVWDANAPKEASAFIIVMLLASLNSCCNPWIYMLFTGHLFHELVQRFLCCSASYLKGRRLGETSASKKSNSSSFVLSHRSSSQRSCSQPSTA
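Material: human OTR in CHO cells. Compound: 3.0 µM, one dose. Timing: compound 6 min at room temperature before oxytocin, 100 s read. Evaluation: % activation of max/min ratio relative to oxytocin controls. Replication: single well per compound, singlicate. Signal: Fluo-8 calcium dye fluorescence.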
TAAR1 antagonist = antagonists of human TAAR1 | inhibition, % at 3 µM | Q96RJ0 | 360,000 compounds, 1.5% hits | CHO RD-HGA16 TAAR1, Fluo-8 calcium fluorescence, antagonist | AID 624466;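 active = inhibition above a per-plate cutoff, the mean inhibition of test compounds on that plate plus 3 SD, cut at about 49% in these data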;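 also: 0% = DMSO plus EC80 beta-PEA response and 100% = DMSO alone without agonist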
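Assay system: RD-HGA16 CHO cells with stable hTAAR1 and Gα16 / Reagent: EC80 β-phenethylamine stimulus / Doses: 3 µM, single point / Timing: dye loading 75 min at 37 °C, then 30 min room temperature / Measured by: Fluo-8 intracellular calcium dye fluorescence, real-time kinetic reads / Controls: vehicle wells and EC80 agonist wells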
M1 ag parental = nonselective activator or artifact in parental CHO-K1 cells | Fluo-8 calcium fluorescence; scaled to maximal ATP response, vehicle zero | activation, % at 3 µM | 360,000 compounds, 0.48% hits | AID 602248; in the data active = activation above about 15%;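 also: untransfected CHO-K1 host cells lacking M1 receptor as counterscreen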
M1 antag = blocks human M1 muscarinic receptor; P11229; inhibition, % at 3 µM; 360,000 compounds, 1.3% hits; CHO-K1 hM1, Fluo-8 calcium fluorescence, ACh EC80 antagonist;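 active = percent inhibition above its own plate's cutoff, namely the mean of that plate's compound wells plus 3 SD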;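 also: peak over basal fluorescence ratio during 140 s after agonist addition; 0% = ACh EC80 plus DMSO and 100% = DMSO alone without agonist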
Target sequence (P11229 whole entry, looked up): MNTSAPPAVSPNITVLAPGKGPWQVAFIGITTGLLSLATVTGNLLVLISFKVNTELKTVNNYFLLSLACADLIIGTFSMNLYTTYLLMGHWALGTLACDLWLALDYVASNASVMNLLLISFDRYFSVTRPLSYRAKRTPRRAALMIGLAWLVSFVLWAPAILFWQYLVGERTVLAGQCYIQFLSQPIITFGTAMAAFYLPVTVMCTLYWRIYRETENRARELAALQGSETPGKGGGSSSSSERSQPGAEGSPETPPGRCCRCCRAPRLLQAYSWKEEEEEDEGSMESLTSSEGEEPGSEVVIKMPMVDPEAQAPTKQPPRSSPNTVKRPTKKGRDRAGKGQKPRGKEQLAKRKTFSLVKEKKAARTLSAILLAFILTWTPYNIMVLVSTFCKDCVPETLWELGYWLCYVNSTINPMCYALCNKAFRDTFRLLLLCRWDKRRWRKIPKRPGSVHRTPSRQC
TAAR1 agonist = agonists of human TAAR1. Q96RJ0. CHO RD-HGA16 TAAR1, Fluo-8 calcium fluorescence; vehicle wells 0%, saturating PEA agonist 100%. 360,000 compounds, 0.99% hits. AID 624467. activation, % at 3 µM;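 active = activation above the mean activation of all test compounds in the run plus 3 SD, cut at about 38% in these data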
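Benchmarks: low control DMSO, high control PEA (EC100); System: CHO RD-HGA16 cells carrying human TAAR1 plus Gα16; Detection: Fluo-8 fluorescence, 5 s baseline then 140 s kinetic read; Schedule: 17-24 h plating, Fluo-8 75 min 37 °C, 30 min RT; Read-out basis: % activation from peak over basal fluorescence ratio, DMSO-to-PEA scaled.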
CHRM1 agonist = activates human CHRM1 receptor | CHO-K1 hM1, Fluo-8 calcium fluorescence, agonist mode; 0% DMSO, 100% acetylcholine EC100 | activation, % at 3 µM | 360,000 compounds, 0.33% hits | AID 588814;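 active = activation above the run's mean compound activation plus 3 SD, cut at about 16% in these data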;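 also: peak over basal fluorescence ratio within a 140 s kinetic read after compound addition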
CHO parental Ca = signal in parental CHO cells, OX1R antagonist counter-screen. AID 463079. parental CHO-K1, ATP-induced calcium, Fluo-8 fluorescence. inhibition, % at 5.6 µM. 330,000 compounds, 0.63% hits;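 active = inhibition above that plate's mean sample inhibition plus 3 SD, cut at about 26% in these data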;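 also: 0% = ATP-challenged DMSO wells and 100% = DMSO wells without ATP; some compounds past the cut are filed as inactive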
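material = parental CHO cells | also added = ATP as calcium-mobilizing challenge | dosing = single point at 5.6 µM | detection = intracellular calcium via Fluo-8 no-wash fluorescent dye | read-out = % inhibition | benchmarks = low control ATP plus DMSO, high control DMSO only | repeats = one well per compound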
The depositor's hits bear a star; nt = no result given; & = joins results of further samples.

Values run as follows: CHO-K1 Ca antag, M1 PAM parental, OXTR potentiator, TAAR1 antagonist, M1 ag parental, M1 antag, TAAR1 agonist, CHRM1 agonist, CHO parental Ca
CCC(C)n1c(-c2cccc(S(=O)(=O)N(CC)CC)c2)n[nH]c1=S (stereo not given)
→ -15.9, 16.4, 1.3, 16.6, 4.7, -6.5, 1.1, -10.1, -0.9
COC(=O)C1C(C(=O)OC)C1(c1ccccc1)c1ccccc1 (stereo not given)
→ -8.9, -10.0, -4.1, 18.6, -0.3, -4.1, -1.0, -5.0, -0.1
O=C(O)CCC(=O)N1N=C(c2ccco2)CC1c1cccs1 (stereo not given)
→ -11.3, 23.9, -2.5, -5.1, 0.5, -11.8, 0.2, 2.9, 0.0
Cc1ccc(NC(=O)c2ccc3c(=O)n4c(nc3c2)CCCCC4)cc1F
→ -4.4, 9.7, -10.6, 19.0, 9.8, 6.3, 1.6, -8.3, -1.7
O=C1C(=O)N(CCN2CCOCC2)C(c2ccc(Cl)c(Cl)c2)/C1=C(/O)c1ccc2c(c1)OCO2 (stereo not given)
→ -5.2, 17.4, -2.1, 0.4, 1.2, -15.9, -0.5, -0.8, -9.3
CCCCCCCCCCCCCC(=O)NO
→ 7.1, -13.8, nt, -12.3, 0.1, -16.2, 1.8, 2.6, nt
CN(CC(=O)Nc1c(Cl)cccc1Cl)C(=O)c1n[nH]c2ccccc12
→ -4.4, 1.4, -12.6, -9.9, 2.1, 17.8, 5.3, -3.6, -14.2
CN1CCN(CCC(=O)Nc2ccc(F)c(F)c2)CC1
→ -6.5, 14.0, -19.5, 5.1, 0.6, -12.4, 13.0, -1.2, -10.0
Cc1sc(NC(=O)CS(=O)(=O)c2ccccc2)c(C#N)c1C
→ 6.4, -11.0, -0.1, -4.9, 9.4, -1.4, -1.0, -2.1, -0.6
COCCN(C(=O)COC(=O)c1cc2ccccc2cc1O)c1c(N)n(Cc2ccccc2)c(=O)[nH]c1=O
→ -0.8, 5.1, -3.5, 1.8, 0.2, -16.2, 1.1, -1.8, -26.8
CCc1ccc(NC(=O)C2CCCN(S(=O)(=O)c3ccc4c(c3)CCCN4C(C)=O)C2)cc1 (stereo not given)
→ -12.7, 8.3, -21.5, 4.2, 7.7, 2.5, 4.8, -1.5, -15.9
Cn1c(=O)n(C)c2cc(CNC(=O)[C@H]3O[C@@H](n4ccc(=O)[nH]c4=O)[C@H](O)[C@@H]3O)ccc21
→ -5.4, -9.4, nt, -5.4, -0.2, -24.4, 0.8, 10.5, nt
CCC(=O)Nc1cccc(C(=O)OC)c1
→ 12.8, -21.0, -7.5, 9.2, 5.1, 18.1, 2.0, -2.5, -3.6
CC(C)C(OC(=O)c1cc2sccc2n1C)C(=O)NCC1CCCO1 (stereo not given)
→ 8.4, -2.3, -4.2, 12.8, 0.4, 0.8, 4.8, -7.2, -12.1
Cc1ccc(F)c([C@H]2[C@@H]3C=CCC[C@@]3(C)C(=O)N2Cc2ccccc2)c1
→ -7.5, -15.3, -2.7, 7.5, 0.0, 0.7, 14.9, -0.7, -20.7
COc1ccc(C(=O)C2CCN(C(=O)Nc3ccccc3C)CC2)cc1
→ -4.1, -1.6, -7.2, -8.2, 1.1, -10.7, 4.7, -8.3, -1.9
CN(C)c1oc(-c2ccccc2Cl)nc1S(=O)(=O)c1ccccc1
→ -7.7, 18.9, -6.1, -10.5, 1.1, -12.9, 8.2, 1.7, 5.6
Cc1ccc2c(c1)N(CCC(=O)NCc1cccnc1)C(=O)CO2
→ -3.4, 15.6, 7.1, 12.3, 0.5, -8.0, 21.7, -6.3, -8.9
CN1C(=S)SC2CS(=O)(=O)CC21C (stereo not given)
→ 3.8, -1.3, -2.4, 1.2, 0.3, -6.0, 1.4, -1.1, -6.7
Cc1nc2ccccc2c2c(N)c3ccccc3n12
→ 0.8, 2.9, -8.3, 56.4*, 17.2*, -1.4, 10.3, -1.0, 3.0
CCOC(=O)C1CCN(C(=O)c2ccccc2NC(=O)C2=C(C)OCCS2)CC1
→ -10.7, 16.6, -7.6, -6.4, 0.8, -5.3, 0.9, -1.6, -17.0
COc1ccc(C(=O)NC(=S)Nc2ccc(N3CCN(C(C)=O)CC3)cc2)cc1[N+](=O)[O-]
→ -5.4, 2.5, -9.8, -17.2, 2.8, 10.1, 6.2, -1.4, -7.9
CC(C)[C@@H](N)C(=O)NC[C@H]1O[C@@H](n2cnc3c(N)ncnc32)[C@H](O)[C@@H]1O
→ 3.0, 2.0, nt, -7.9, -0.1, -14.4, 0.8, 2.6, 6.5
CC(C)C(C(=O)Nc1ccc(S(N)(=O)=O)cc1)N1C(=O)c2ccccc2C1=O (stereo not given)
→ -15.2, -2.9, -15.8, 7.5, 1.1, -7.2, 0.8, -0.5, 13.8
Cc1c(NC(=O)CSC(=S)N2CCCC2)c(=O)n(-c2ccccc2)n1C
→ 10.2, -21.9, -12.4, -22.3, 0.0, -5.0, 1.1, -1.8, 10.1
COC(=O)c1cc(Cl)c(N)cc1OC
→ 2.0, -7.2, -1.6, 7.6, 0.1, -6.2, 0.7, -2.9, -1.1
CN(Cc1cccc(F)c1)C(=O)CN1CCN(S(=O)(=O)c2ccc3c(c2)OCCCO3)CC1
→ -15.1, -20.4, -2.3, -16.4, 1.4, -7.5, 2.6, -1.4, -10.2
O=C(Nc1nccs1)C1CCN(S(=O)(=O)c2ccc(Cl)c(C(F)(F)F)c2)CC1
→ 7.2, -0.9, -10.0, -1.8, 1.7, 1.4, 9.0, -3.2, 8.3
C#CCOc1ccccc1CNC1CCN(Cc2ccccc2)CC1
→ -0.3, -2.3, 6.1, -6.1, 1.0, 2.5, 5.6, -7.3, -18.5
CCN=C1SC(C(=O)Nc2ccc(Cl)c(Cl)c2)CC(=O)N1CC (stereo not given)
→ 4.7, 13.0, -4.5, 80.3*, 3.9, 6.7, 28.1, -0.9, -2.2

8 compounds already listed, sorted by formula weight, smallest number first:
Values run as follows: CHO-K1 Ca antag, M1 PAM parental, OXTR potentiator, TAAR1 antagonist, M1 ag parental, M1 antag, TAAR1 agonist, CHRM1 agonist, CHO parental Ca
Cc1sc(NC(=O)CS(=O)(=O)c2ccccc2)c(C#N)c1C
→ 6.4, -11.0, -0.1, -4.9, 9.4, -1.4, -1.0, -2.1, -0.6
Cc1ccc(F)c([C@H]2[C@@H]3C=CCC[C@@]3(C)C(=O)N2Cc2ccccc2)c1
→ -7.5, -15.3, -2.7, 7.5, 0.0, 0.7, 14.9, -0.7, -20.7
CN(C)c1oc(-c2ccccc2Cl)nc1S(=O)(=O)c1ccccc1
→ -7.7, 18.9, -6.1, -10.5, 1.1, -12.9, 8.2, 1.7, 5.6
CN(CC(=O)Nc1c(Cl)cccc1Cl)C(=O)c1n[nH]c2ccccc12
→ -4.4, 1.4, -12.6, -9.9, 2.1, 17.8, 5.3, -3.6, -14.2
CCOC(=O)C1CCN(C(=O)c2ccccc2NC(=O)C2=C(C)OCCS2)CC1
→ -10.7, 16.6, -7.6, -6.4, 0.8, -5.3, 0.9, -1.6, -17.0
Cn1c(=O)n(C)c2cc(CNC(=O)[C@H]3O[C@@H](n4ccc(=O)[nH]c4=O)[C@H](O)[C@@H]3O)ccc21
→ -5.4, -9.4, nt, -5.4, -0.2, -24.4, 0.8, 10.5, nt
CCc1ccc(NC(=O)C2CCCN(S(=O)(=O)c3ccc4c(c3)CCCN4C(C)=O)C2)cc1 (stereo not given)
→ -12.7, 8.3, -21.5, 4.2, 7.7, 2.5, 4.8, -1.5, -15.9
O=C1C(=O)N(CCN2CCOCC2)C(c2ccc(Cl)c(Cl)c2)/C1=C(/O)c1ccc2c(c1)OCO2 (stereo not given)
→ -5.2, 17.4, -2.1, 0.4, 1.2, -15.9, -0.5, -0.8, -9.3

Next compounds.
Values run as follows: CHO-K1 Ca antag, M1 PAM parental, OXTR potentiator, TAAR1 antagonist, M1 ag parental, M1 antag, TAAR1 agonist, CHRM1 agonist, CHO parental Ca
Cc1cc(OCC(=O)NCC(c2ccc(F)cc2)N2CCOCC2)ccc1Cl (stereo not given)
→ -4.6, 12.3, -3.6, 3.3, 2.0, -3.5, -0.3, -3.5, -11.7
O=S(=O)(Nc1cccc(-n2cnnn2)c1)c1ccccc1C(F)(F)F
→ -7.4, 1.5, -8.2, -5.5, 3.3, -2.4, 0.4, -0.6, 1.6
CC(CSc1nnnn1-c1ccccc1)Cn1c(N2CCN(C)CC2)nc2c1c(=O)[nH]c(=O)n2C (stereo not given)
→ -1.6, 4.3, -1.6, -12.0, -0.3, -10.6, -0.8, -7.5, -4.8
COc1cccc2sc(N(CCCN(C)C)C(=O)c3ccc(S(=O)(=O)N4CCCc5ccccc54)cc3)nc12
→ 3.1, 2.0, -14.3, 22.6, 1.2, 2.7, 39.7*, -3.7, -0.1
COc1ccccc1C(C)NS(=O)(=O)c1ccc(Cl)nc1 (stereo not given)
→ -6.4, -6.1, -9.3, 12.1, 0.3, -4.0, -0.2, -2.9, 6.5
Nc1nc(NCC2CCCO2)nc(Nc2ccccc2)c1[N+](=O)[O-] (stereo not given)
→ -1.9, 2.7, 6.4, -1.7, 0.8, 2.1, 17.2, 0.2, -22.8
COc1ccc(C)c2sc(NC(=O)C3CC3)nc12
→ 3.2, -6.7, 1.6, 3.7, 0.0, -5.8, 0.7, -3.7, 9.3
COc1ccc(C2/C(=C(/O)c3ccccc3)C(=O)C(=O)N2C)c(OC)c1 (stereo not given)
→ -5.2, 5.7, -0.2, -13.1, 0.2, -7.8, 12.6, -3.8, -8.6
Cc1ccccc1Nc1nnc(SCC(=O)NCc2ccco2)s1
→ 9.6, -4.4, -17.3, -4.8, 0.8, -7.3, -1.1, -2.3, -14.3
COc1ccc(CN2C(=O)CCC(C(=O)O)C2c2ccccc2)cc1 (stereo not given)
→ 9.9, -3.1, 5.8, 5.9, -0.3, 2.8, 1.5, -3.5, -13.5
Cc1c([N+](=O)[O-])c([N+](=O)[O-])nn1CC(=O)NCCc1ccccc1
→ -9.5, 15.2, -3.6, -10.6, 0.5, -3.4, 18.9, -5.2, -11.9
O=C(O)c1ccc(-n2nc(C(F)(F)F)c3c2CCCC3)cc1
→ -12.8&-7.6, 20.9&15.3, 0.3&-1.4, -16.7&1.2, 0.7&0.4, -14.3&-6.5, 5.8&4.0, -5.0&-2.8, -6.7&-5.6
Cc1cc(NC(=O)COC(=O)CNS(=O)(=O)c2ccc(C)c(C)c2)no1
→ -11.0, -0.9, 2.2, 13.4, -0.4, 21.7, 0.0, -4.3, 17.9
